# Compound activity from PubChem.
# Rev-RRE block: HIV-1 Rev-RRE binding inhibitors, primary screen, biochemical, FRET, protein-RNA interaction. Rev peptide-RRE RNA binding. inhibition, % at 8 µM. actives 0.79% (n = 97,000);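 active means inhibition above the screen-wide mean plus 3 SD, cut at about 35% in these data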;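 further: 0% = median DMSO wells and 100% = median Neomycin B control wells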
# Target sequence (P05866 whole entry, looked up): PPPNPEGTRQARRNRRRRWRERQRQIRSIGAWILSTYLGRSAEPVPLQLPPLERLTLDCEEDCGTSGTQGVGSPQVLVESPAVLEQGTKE
#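 Test system: Cy5-tagged RRE RNA duplex with fluorescein-tagged Rev peptide | Read-out: % inhibition of FRET ratio versus controls | Probe or stimulus: Labelled Rev peptide | Incubation: 5 min RNA-compound premix plus 15 min binding step, 25 °C | Technique: FRET fluorescence readout | Benchmarks: DMSO low control, neomycin B high control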
# FAK blocker: FAK kinase inhibitors, primary screen, biochemical; biochemical FAK kinase activity assay; inhibition, %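 (tested at 7 µM)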; actives 0.84% (n = 97,000); in the data active means inhibition above about 19%;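 further: 0% = DMSO and 100% = reference compound high control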
# EphB4 ephrin blk: EphB4-ephrin-B2 interaction antagonists, primary screen, biochemical, TNYL-RAW peptide probe, fluorescence polarization | EphB4 LBD / TNYL-RAW-Alexa532 peptide | inhibition, % at 7 µM | actives 0.15% (n = 97,000) | AID 720, 2007;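 active means inhibition above the screen-wide mean inhibition plus 3 SD, cut at about 15% in these data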;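 further: 0% = DMSO wells and 100% = excess unlabeled TNYL-RAW peptide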
# PLAP activator: PLAP enzyme activators, biochemical, luminescence, HTS. Alkaline phosphatase, placental type (Homo sapiens), P05187. purified PLAP enzyme, luminescent substrate read-out; hits give high values. activation fold at 20 µM. AID 696, 2007. actives 1.2% (n = 96,000); in the data active means activation fold above about 2
# Target sequence (P05187 whole entry, looked up): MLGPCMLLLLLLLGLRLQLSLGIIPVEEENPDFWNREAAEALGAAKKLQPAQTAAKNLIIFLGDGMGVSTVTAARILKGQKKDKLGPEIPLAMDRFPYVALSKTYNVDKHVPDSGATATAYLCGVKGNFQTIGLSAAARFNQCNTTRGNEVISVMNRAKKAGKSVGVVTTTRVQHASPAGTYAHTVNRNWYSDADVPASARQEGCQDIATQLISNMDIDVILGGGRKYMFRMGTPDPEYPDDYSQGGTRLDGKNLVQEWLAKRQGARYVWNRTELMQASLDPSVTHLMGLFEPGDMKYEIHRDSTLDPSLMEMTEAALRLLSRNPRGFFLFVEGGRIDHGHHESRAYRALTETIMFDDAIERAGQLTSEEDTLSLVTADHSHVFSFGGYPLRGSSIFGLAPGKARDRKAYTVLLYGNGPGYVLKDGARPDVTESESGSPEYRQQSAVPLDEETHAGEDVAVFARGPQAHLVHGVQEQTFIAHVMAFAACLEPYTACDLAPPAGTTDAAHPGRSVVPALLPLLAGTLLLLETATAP
# Plk1 PBD FP: Plk1 polo box domain binding inhibitors, primary screen, biochemical, fluorescence polarization; Serine/threonine-protein kinase PLK1 (Homo sapiens), P53350; Plk1 PBD phosphopeptide binding; inhibition, %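 (tested at about 20 µM)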; actives 0.13% (n = 97,000); in the data active means inhibition above about 34%, passing the limit was not always enough
# S1P2 blocker: human S1P2 receptor antagonists, primary screen, cell-based | cell-based S1P2 antagonist assay, inhibition at 5 uM | AID 736, 2007 | inhibition, % at 5 µM | Sphingosine 1-phosphate receptor 2 (Homo sapiens), O95136 | actives 0.21% (n = 97,000); in the data active means inhibition above about 45%;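 further: CRE beta-lactamase reporter cells expressing human S1P2 stimulated with S1P; 0% = agonist at EC80 alone and 100% = agonist plus reference antagonist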
# Target sequence (O95136 whole entry, looked up): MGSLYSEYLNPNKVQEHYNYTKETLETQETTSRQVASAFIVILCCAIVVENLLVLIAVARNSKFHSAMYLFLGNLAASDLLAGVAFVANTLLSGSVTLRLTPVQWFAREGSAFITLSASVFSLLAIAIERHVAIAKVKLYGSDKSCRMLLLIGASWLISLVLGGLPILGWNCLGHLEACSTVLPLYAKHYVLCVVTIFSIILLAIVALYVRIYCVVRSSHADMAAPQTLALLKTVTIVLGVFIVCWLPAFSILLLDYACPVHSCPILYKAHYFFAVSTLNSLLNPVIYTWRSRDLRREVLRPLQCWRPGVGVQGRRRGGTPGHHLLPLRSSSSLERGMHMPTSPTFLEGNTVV
# S1P2 agonist: S1P2 receptor agonists, primary screen, cell-based; AID 729, 2007; S1P2-expressing cell line, agonist reporter read-out; activation, % at 4.5 µM; actives 0.46% (n = 97,000); Sphingosine 1-phosphate receptor 2 (Homo sapiens), O95136; in the data active means activation above about 16%;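 further: 0% = vehicle low control and 100% = maximal reference agonist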
# MT1-MMP txn act: MT1-MMP promoter reporter activation – cell-based, luciferase luminescence, primary screen | HT1080 MT1-MMP promoter luciferase reporter, overnight; hits give high values | activation factor at 10 µM | actives 0.16% (n = 86,000) | AID 750, 2007;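 active means activation factor of at least 2 for MT1-MMP transcription at 10 µM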
# PLK1 kinase inh: human PLK1 kinase inhibitors, primary screen, biochemical, TR-FRET. recombinant PLK1 kinase, TR-FRET peptide phosphorylation. Serine/threonine-protein kinase PLK1 (Homo sapiens), P53350. actives 0.53% (n = 97,000). inhibition, % at 10 µM;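 active means inhibition of 50% or more in the single-concentration screen; inactive means inhibition below 50%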;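 further: 0% = DMSO max control and 100% = H-89 dihydrochloride min control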
# * = called active by the depositor; . = not tested or not shown; [ ] = dose if it differs, or a comment.
compound	PLK1 kinase inh	EphB4 ephrin blk	S1P2 blocker	Rev-RRE block	Plk1 PBD FP	MT1-MMP txn act	S1P2 agonist	FAK blocker	PLAP activator
CCOC(=O)N1CCN(CCC(=O)Nc2ccc(Br)cc2)CC1	-14	1	-27	1	-4	1	0	1	1.1
COc1cc(/C=C2\C(=O)ON=C2c2ccccc2)cc(OC)c1OC	-9	1	12	3	-19	.	-3	-5	1
N#CCSc1ccsc1C(=O)Nc1ccc(F)cc1	-12	-1	-14	2	-4	.	-10	-1	0.8
O=C(NC(Nc1nc2ccccc2s1)(C(F)(F)F)C(F)(F)F)c1ccccc1	-17	-1	-5	3	19	.	0	-1	0.9
Cc1cc(C)nc(N2CCCC(C(=O)NCCC3=CCCCC3)C2)n1 (stereo unspecified)	-8	1	12	1	-5	1.1	-3	1	1
CCc1cccc(OCCCCN(CC)CC)c1	-1	-12	1	-1	7	0.9	-3	-1	0.8
CCOc1c(Cl)cc(CNCC(C)C)cc1OC	4	10	-1	4	-16	1.1	-3	-2	1.7
Cc1cc(OCC(=O)Nc2ccc3oc(-c4ccncc4)nc3c2)ccc1Cl	-11	2	-18	6	-12	1	-3	10	0.9
O=c1c(/C=C(\O)c2ccc(F)cc2)nc2ccccc2n1-c1ccccc1	-8	-8	34	127*[fluorescence artefact?]	15	1.3	-1	1	1.3
COc1ccc(Cn2c(CCCO)nc3ccccc32)cc1OC	-46	8	-44	10	-6	1	1	-2	1.3
Cc1ccc2nc3c(cc(C(=O)NCCCn4ccnc4)n3C)c(=O)n2c1	-6	-1	-20	-2	11	0.9	5	4	1.8
CCCS(=O)(=O)C(=C1Nc2ccccc2N1)S(=O)(=O)CCC	0	-11	1	2	-27	1.2	-7	-1	1
CC(=O)Nc1ccc(S(=O)(=O)NCC2CCC(C(=O)N3CCN(c4ccccn4)CC3)CC2)cc1 (stereo unspecified)	-6	-5	2	3	-2	1.1	-4	1	1.3
CCCc1[nH]nc2c1C(c1ccc(OC)cc1OC)C(C#N)=C(N)O2 (stereo unspecified)	12	-3	3	0	-9	1.2	-4	2	1.6
OC(COc1ccc2cc(Br)ccc2c1)CN1CCCC1 (stereo unspecified)	-12	2	6	-3	5	1.7	-7	0	1.6
CCCCNC(=O)Nc1ccccn1	-2	-8	8	7	-19	1.3	-4	-1	1.1
CC(=O)Nc1ccc(S(=O)(=O)Nc2ccc(N3CCOCC3)c(F)c2)cc1	-24	-3	-18	1	-36	1.1	3	4	1
CC(C)(C)Nc1nc(NC(C)(C)C)nc(-n2ccnc2)n1	-14	0	-31	3	-31	1.1	-4	1	0.7
COc1ccc(OC)c(NC(=O)CSc2nnnn2-c2ccc3c(c2)OCO3)c1	-12	-2	39	2	4	1.2	-5	4	1
CCC1(C)Cc2ccccc2-c2nc(NCCO)n(-c3ccc(C)cc3)c(=O)c21 (stereo unspecified)	-4	0	2	8	-6	1.3	-4	8	1.6
Cc1nn(C)cc1CNC(=O)c1cnn2c(C(F)F)cc(C3CC3)nc12	-9	8	-51	-1	-4	1.1	3	1	1.3
Cc1cc(OCC(=O)NCCCN(C)C)cc(C)c1Br	-7	0	7	-2	26	1.1	-4	-3	1.9
N#Cc1cccc(NC(=O)CSc2ccc3c4c(cccc24)C(=O)c2ccccc2-3)c1	-21	9	10	115*[fluorescence artefact?]	-14	.	-5	27*	1.2
CSc1nncc(-c2ccc(F)c(F)c2)n1	-4	1	-4	3	4	1.2	-3	2	0.9
Cn1nc(C(F)(F)F)c(C(=O)Nc2ccc(F)cc2F)c1Sc1cccc(C(F)(F)F)c1	-12	-2	5	16	-7	.	-3	1	1
CC(=O)Nc1ccc(S(=O)(=O)NC2=C(N3CCN(c4ccc(F)cc4)CC3)C(=O)c3ccccc3C2=O)cc1	-8	0	24	9	-3	0.7	-7	9	1.8
Cc1ccc(NC(=O)NCCCN2CCCC2=O)cc1	-7	-8	9	8	10	1.3	-3	0	0.9
CCOc1ccc(-c2nnc(-c3cccs3)o2)cc1OCC	-27	-6	-12	0	-16	1.4	-1	-2	1
CCOC(=O)C1=C(CSc2nc3ccccc3s2)NC(=O)NC1c1cccc([N+](=O)[O-])c1 (stereo unspecified)	-7	-1	-2	2	-17	.	-8	-1	0.9
Nc1nc(Br)c2c(F)cccc2c1-c1ccc(F)cc1	-15	-4	-12	10	-23	.	22*	4	1
O=C(CSc1nnnn1-c1ccccc1)NC(=O)NCc1ccco1	-10	7	10	5	-8	.	-2	2	1
CCCCN(CC)S(=O)(=O)c1ccc2c(c1)CCCN2C(C)=O	-13	4	0	1	-15	1.1	-3	1	1
CCOc1ccc2[nH]c(=O)c(CN(Cc3ccco3)C(CC)c3nnnn3Cc3ccccc3)cc2c1 (stereo unspecified)	-10	9	9	10	11	1.4	-3	5	1.7
CCOc1ccccc1OCC(=O)Nc1nnc(COC)s1	-12	5	14	5	-15	1	-5	1	.
Cc1cccc(C(=O)Nc2cccc(OC(=O)c3cccc(C)c3)c2)c1	-7	5	5	10	-31	.	-4	-6	1
CCOC(=O)C1CCCN(C(=O)CCCOc2cc(=O)n(C)c3ccccc23)C1 (stereo unspecified)	2	3	15	2	16	1.3	-8	-1	1.3
O=C(Nc1ccccc1N1CCCC1)c1cc2ccccc2o1	-18	5	-9	18	-12	2*	-1	3	1
Cc1ccc2nc(C)c(C)nc2c1N	-10	0	-1	4	14	1.3	-1	6	0.9
CCc1cc(=O)oc2c(C)c(OCC(=O)N3CCCc4ccccc43)ccc12	6	-4	6	4	-22	.	-3	2	1.6
CC1CCC2(CC1)N=C(N)Nc1nc3ccccc3n12 (stereo unspecified)	5	-6	-3	-6	1	1.2	-2	-3	1.4
O=C(CCCN1C(=O)c2ccccc2C1=O)Nc1c(C(=O)C2CC2)oc2ccccc12	0	9	13	6	19	.	-2	-3	0.9
Cc1cc(C(F)F)n2nc(C(=O)Nc3sc4c(c3C#N)CCC(C)C4)nc2n1 (stereo unspecified)	-8	6	0	9	-2	1.1	-5	4	1
CCn1c(/C=N/c2nc3ccccc3n2C)nc2ccccc21	-2	11	14	10	-4	1.2	-6	3	1.1
CCOC(=O)c1c(C)[nH]c(C)c1C(=O)CSc1nc(N)cc(=O)[nH]1	-10	2	-4	9	4	1	-6	1	1.1
Nc1nc(CN2CCN(c3ccccc3)CC2)nc(N2CCCc3ccccc32)n1	-13	10	-5	6	-7	1.1	-6	0	1.6
CC(=O)Nc1sc(C)c(C)c1C(=O)OC1CCOC1=O (stereo unspecified)	-10	-12	-1	-1	10	1.2	-4	-3	1.2
COc1ccc(Br)cc1CNC(=O)C1CCC(=O)N1C(C)C (stereo unspecified)	-14	-4	-16	5	-2	1.3	-5	1	.
Cc1ccccc1NC(=O)/C(=C/c1ccccc1)c1ccccc1	-2	3	12	16	-24	.	-2	4	0.9
CCOC(=O)c1c(N)sc(C(=O)N2CCOCC2)c1C	-14	0	-2	2	-7	1.1	-5	-2	.
CCS(=O)(=O)N1CCC(C(=O)NC2CCCCC2)CC1	3	1	-5	9	19	1	-5	-1	0.8
Cc1ccc(Cn2nnnc2CN2CCC(NC(=O)c3ccc(Br)cc3)CC2)cc1	-14	-1	-3	10	7	1.1	-2	2	.
O=C(CN1CCOCCOCCOCCOCC1)Nc1ccccc1	-1	8	-3	5	-5	1.4	2	-2	.
CC(NC(=O)Cc1ccc(-c2ccccc2)cc1)c1ccccc1 (stereo unspecified)	-5	3	-18	12	-19	.	-7	0	0.8
COc1ccc(Oc2nc3ccccc3nc2C(F)(F)F)cc1	-3	3	-5	10	4	.	0	2	1
CN(C)c1ccnc(NCc2ccccc2)c1C#N	-9	1	3	0	13	1.2	-3	0	0.9
CCOC(=O)Cc1cc(=O)c2c(=O)n(-c3ccccc3)[nH]c2[nH]1	-12	2	-12	5	12	1.1	-6	-1	1

# The listing continues.
compound	PLK1 kinase inh	EphB4 ephrin blk	S1P2 blocker	Rev-RRE block	Plk1 PBD FP	MT1-MMP txn act	S1P2 agonist	FAK blocker	PLAP activator
O=C(Nc1ccc(Nc2ccccc2)cc1)c1ccc(Br)o1	-2	-2	-9	0	16	1.7	-2	0	0.6
O=C(Nc1ccc(S(=O)(=O)N2CCCC2)cc1)N1c2ccccc2Sc2ccccc21	-3	-6	31	2	-8	.	-6	2	0.9
CC(=O)OC(Cn1ccnc1)c1ccccc1 (stereo unspecified)	-10	6	-17	9	12	1.3	-1	-2	1
Cc1cc(C)c2c(CN3CCN(C/C=C/c4ccccc4)CC3)cc(=O)oc2c1	-9	0	-14	10	-1	1.1	-5	1	1.5
O=C(CSc1nnc(-c2ccccn2)n1Cc1ccccc1)Nc1ccc2c(c1)OCO2	-10	1	2	11	-1	1	-4	-1	1
Cc1ccc(-c2nnc(SCC(=O)CC(=O)Nc3ccccc3)n2-c2ccccc2)cc1	0	4	14	1	-14	.	-3	-7	0.9
COc1ccc(-c2ccc(CCC(=O)O)n2C(C)C)cc1	-6	-6	-2	6	-26	1.1	1	3	1.3
N#Cc1nc(COc2ccccc2F)oc1NCCCn1ccnc1	10	0	12	10	-39	1.4	-7	-1	1.1
O=C(Oc1cccc(NC(=O)c2ccco2)c1)c1cccc(S(=O)(=O)N2CCCCC2)c1	-13	1	1	14	-3	1.4	-4	0	1
COc1ccc(OC)c(N2C(=O)CC(C(C)c3ccccc3)C2=O)c1 (stereo unspecified)	-5	1	11	-2	-10	1	-4	5	1.2
COC(=O)C(C)N(C#N)c1nc(NC(C)C)nc(SC)n1 (stereo unspecified)	-7	6	-2	10	-42	1.2	-2	1	1
COC(=O)c1cc2c(s1)CS(=O)C2 (stereo unspecified)	-2	-13	0	2	-2	1	-9	0	.
CCOc1ccccc1Nc1ncccc1C(=O)O	-7	8	-14	9	10	.	-3	-2	0.9
Cn1c(=O)c2c(O)cc(=O)[nH]c2n(-c2ccccc2)c1=O	0	-4	14	6	5	1.3	-3	-8	1.1
CCCc1nc(SCc2ccc(Cl)cc2Cl)n[nH]1	-9	3	0	9	0	1.1	-6	0	1.1
O=c1[nH]c2cc3c(cc2cc1CN(CCc1ccccc1)Cc1nnnn1C1CCCC1)OCCO3	1	-10	2	12	-10	1	-2	4	1.3
COc1cccc(Cn2nnc(C(=O)NCc3ccccc3Cl)c2N)c1	5	0	11	12	-30	1.1	-1	-1	0.6
NC1=NS(=O)(=O)NC1c1cccc(Cl)c1 (stereo unspecified)	-5	-5	16	2	0	1	-5	-6	1
